# VP16 counter = VP16 counterscreen qHTS for inhibitors of ROR gamma transcriptional activity | Drosophila S2 Gal4-VP16 UAS-luciferase, luminescence, 20 h | Potency, µM (titrated, usually from 53.6 µM), for inactives: top-dose activity, negative = inhibition, hits mostly inhibitors | 310,000 tested, 3.5% active | AID 2546, 2010;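 further: Gal4-VP16 expression switched on by copper sulfate through the metallothionein promoter; potency means the concentration at half of the fitted maximal effect; on the % scale 0 is the no-effect control and ±100 the full control effect; nearly all actives have a fitted effect of over 50% in size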
# p53 reactivation = qHTS assay for re-activators of p53 using a Luc reporter. Potency, µM (titrated, usually from 92.2 µM), for the others: top-dose activity change, positive = activation, usual class: activators. H1299 p53-A138V BP100-luciferase reporter, luminescence, 24 h. 320,000 tested, 0.063% active; further: potency means the concentration at half of the fitted maximal effect; % of control where 0% means no effect; nearly all actives have a fitted effect of over 45% in size
#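 p53-null H1299 cells stably carrying temperature-sensitive p53-A138V and a BP100-luciferase reporter were pinned with compounds (4-point, 1:5 series) and held 24 hrs at 37 deg C. Luminescence was read 10 min after detection reagent.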
# FLuc modulator = qHTS profiling assay for firefly luciferase inhibitor/activator using purifed enzyme and Km concentrations of substrates (counterscreen for miR-21 project). Luciferin 4-monooxygenase (Photinus pyralis), P08659. purified FLuc, Km substrates, luminescence inhibition. Potency, µM (doses to about 57.5 µM), for inactives: at the highest dose activity change, negative = inhibition, hits mostly inhibitors. 360,000 tested, 6.9% active. AID 588342, 2011;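 further: potency means the concentration at half of the fitted maximal effect; plate controls were vehicle for no effect and reference inhibitor for full effect; nearly all actives have a fitted effect of over 55% in size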
# Target sequence (P08659 whole entry, looked up): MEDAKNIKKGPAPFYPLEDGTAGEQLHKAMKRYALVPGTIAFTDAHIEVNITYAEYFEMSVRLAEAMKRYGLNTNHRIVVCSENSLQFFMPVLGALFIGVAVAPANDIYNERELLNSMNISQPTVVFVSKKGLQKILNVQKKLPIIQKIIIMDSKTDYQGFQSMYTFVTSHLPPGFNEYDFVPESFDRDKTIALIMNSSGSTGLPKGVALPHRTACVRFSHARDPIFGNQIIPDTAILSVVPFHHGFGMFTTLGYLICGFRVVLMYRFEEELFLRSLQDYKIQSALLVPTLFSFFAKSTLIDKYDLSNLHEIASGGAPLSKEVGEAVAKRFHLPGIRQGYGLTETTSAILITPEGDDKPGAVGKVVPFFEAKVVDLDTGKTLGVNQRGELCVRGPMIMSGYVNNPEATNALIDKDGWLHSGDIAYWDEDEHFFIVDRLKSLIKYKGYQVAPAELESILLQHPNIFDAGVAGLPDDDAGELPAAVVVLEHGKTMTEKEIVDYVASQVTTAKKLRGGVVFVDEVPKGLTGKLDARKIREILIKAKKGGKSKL
#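 Purified P. pyralis luciferase, 10 nM final, with Km-level 10 uM D-luciferin and 10 uM ATP in 50 mM Tris acetate pH 7.5, 10 mM Mg acetate, 0.01% Tween-20, 0.05% BSA; 6-point qHTS titration about 60 µM downward; luminescence read.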
# ELG1 genotoxic = qHTS screen for small molecules that induce genotoxicity in human embryonic kidney (HEK293T) cells expressing luciferase-tagged ELG1 | HEK293T ELG1-luciferase reporter, luminescence, 16 h | Potency, µM (highest dose often 46 µM), for inactives: at the top dose activity change, positive = activation, hits mostly activators | 330,000 tested, 1.3% active | AID 504466, 2011; further: potency means the concentration at half of the fitted maximal effect; % of control where 0% means no effect; nearly all actives have a fitted effect of over 60% in size
#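 HEK293T cells expressing luciferase-tagged ELG1 were treated with compound or DMSO for 16 hr at 37°C. Luciferase activity was then read after 30 min with ONE-Glo at room temperature; rising signal flags genetic stress.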
# ELG1 repair inh = qHTS screen for small molecules that inhibit ELG1-dependent DNA repair in human embryonic kidney (HEK293T) cells expressing luciferase-tagged ELG1; HEK293T ELG1-luciferase reporter, luminescence, 16 h; DNA damage induced by 5-fluorouridine; Potency, µM (series often up to 46.1 µM), for inactives: top-dose activity change, negative = inhibition, hits mostly inhibitors; 330,000 tested, 2.3% active; AID 504467, 2011; further: potency means the concentration at half of the fitted maximal effect; on the % scale 0 is the no-effect control and ±100 the full control effect; nearly all actives have a fitted effect of over 55% in size
#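 DMSO vehicle served as the neutral condition. Each well held 2,000 cells given 5-fluorouridine plus compound; after 16 hr at 37 °C/5% CO2, ONE-Glo was added and luciferase measured 30 min later.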
# TRPV1 ag = HTS Assay for Compounds that Act as Agonists of the Vanilloid Receptor 1 | Transient receptor potential cation channel subfamily V member 1 (Homo sapiens), Q8NER1 | TRPV1-expressing cells, Fluo-8 calcium influx, agonist mode | activation, % at 8.33 µM | 320,000 tested, 0.19% active | AID 540275, 2011; in the data active means activation above about 80%; inconclusive means between about 30% and that limit; further: 0% is about no effect
#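 Cells expressing TRPV1 were dye-loaded with Fluo-8 and read kinetically: 10 s baseline, 3 min after compound (agonist portion), then 2 min after EC20 capsaicin (allosteric enhancer portion). Calcium-bound dye fluorescence at 480/520 nm.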
# BRCA1 expr act = qHTS Assay to Identify Small Molecule Activators of BRCA1 Expression; 380,000 tested, 1.1% active; Potency, µM (highest dose often 46.1 µM), inactives show at the top dose activation, actives largely listed as activators; MCF7-BRCA1-FFLuc reporter, luminescence, 48 h; response scale: scaled: vehicle 0%, 10 µM genistein 100%; further: potency means the concentration at half of the fitted maximal effect; nearly all actives have a fitted effect of over 80% in size; some results filed as inactive show a strong effect at the top dose
#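 Activators of BRCA1 expression were detected as increased firefly luciferase luminescence in engineered MCF7 cells after 48 h compound incubation. Signals were scaled to genistein 10 microM as full activation.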
# RORg inh = qHTS for inhibitors of ROR gamma transcriptional activity | Nuclear receptor ROR-gamma (Mus musculus), P51450 | Drosophila S2 Gal4-RORgamma UAS-luciferase reporter, 20 h | Potency, µM (titrated, usually from 53.6 µM), for inactives: at the top dose activity change, negative = inhibition, hits mostly inhibitors | 310,000 tested, 5.4% active | AID 2551, 2010; further: potency means the concentration at half of the fitted maximal effect; on the % scale 0 is the no-effect control and ±100 the full control effect; nearly all actives have a fitted effect of over 60% in size
#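 Read-out: Photinus luciferase luminescence; inhibitors lower reporter signal. Insect Schneider cells with Gal4-ROR gamma fusion under metallothionein promoter, UAS reporter; 700 uM final copper sulfate induction, 20 hr, ambient temperature.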
# Tb PFK inh = qHTS Assay to Find Inhibitors of T. brucei phosphofructokinase; ATP-dependent 6-phosphofructokinase (Trypanosoma brucei brucei), O15648; T. brucei PFK, ADP-Glo luminescence; Potency, µM (top dose mostly 57.5 µM), inactives show at the highest dose activity, negative = inhibition, hits mostly inhibitors; 330,000 tested, 0.17% active; AID 485367, 2010;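 further: potency means the concentration at half of the fitted maximal effect; 0% = uninhibited 1x PFK enzyme wells and -100% = no-enzyme wells; nearly all actives have a fitted effect of over 60% in size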
# Target sequence (O15648 whole entry, looked up): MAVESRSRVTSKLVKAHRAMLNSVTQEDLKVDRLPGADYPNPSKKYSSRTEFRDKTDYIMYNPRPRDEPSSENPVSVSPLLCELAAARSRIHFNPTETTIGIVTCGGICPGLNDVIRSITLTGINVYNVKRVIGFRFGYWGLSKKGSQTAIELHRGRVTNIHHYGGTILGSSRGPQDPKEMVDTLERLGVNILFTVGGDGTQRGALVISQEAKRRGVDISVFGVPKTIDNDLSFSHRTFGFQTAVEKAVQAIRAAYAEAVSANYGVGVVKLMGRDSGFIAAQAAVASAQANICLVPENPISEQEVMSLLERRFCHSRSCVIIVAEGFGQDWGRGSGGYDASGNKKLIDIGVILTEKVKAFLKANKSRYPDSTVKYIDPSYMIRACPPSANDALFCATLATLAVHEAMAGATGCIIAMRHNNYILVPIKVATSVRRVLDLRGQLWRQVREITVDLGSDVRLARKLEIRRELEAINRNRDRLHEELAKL
#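 PFK 1.25 nM, F6P 0.5 mM, ATP 0.1 mM, 0.1 M TEA pH 8.0, 5 mM MgCl2, 0.01% Tween20, 0.1% BSA; 45 min RT. ADP-Glo readout. qHTS titration up to 57 uM; curves fitted, compounds curve-classed.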
# Rab9 prom act = qHTS Assay for Rab9 Promoter Activators; Huh7 Rab9 promoter-luciferase reporter, luminescence, 24 h; Potency, µM (top dose mostly 9.22 µM), for the others: top-dose activation, negative = inhibition, hits mostly activators; 320,000 tested, 2.8% active; further: potency means the concentration at half of the fitted maximal effect; % of control where 0% means no effect; nearly all actives have a fitted effect of over 60% in size
#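 Huh7 reporter line, Rab9 promoter upstream of luciferase. Compound exposure 24 h at 37 °C in reduced-serum medium with 10% FBS. Read-out: luminescence.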
# NPC1 promoter act = qHTS Assay for NPC1 Promoter Activators. 320,000 tested, 2.4% active. Potency, µM (highest dose often 9.22 µM), for inactives: at the top dose activation, actives largely listed as activators. Huh7 NPC1 promoter luciferase reporter, 24 h. AID 485313, 2010;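 further: potency means the concentration at half of the fitted maximal effect; % of control where 0% means no effect; nearly all actives have a fitted effect of over 60% in size; reporter is driven by a mutant NPC1 promoter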
#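 Huh7 cells stably carrying NPC1 promoter–luciferase, plated in Opti-MEM with 10% FBS for 2 h, were exposed to compound in DMSO for 24 h at 37 °C; luciferase reagent was added for 10 min and luminescence read.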
# Starred values were filed as active, the others as inactive; ? = inconclusive; / = no result given; [ ] = another dose, or the depositor's remark. Unless noted, the call rests on the fitted dose curve; in most records, active means well fitted curve in the direction sought with a large enough effect; inconclusive means small, poorly fitted or top-dose-only effect, or another doubt; inactive means no such curve, though single readings can be large; an effect the other way counts as inactive or inconclusive.
SMILES,VP16 counter,p53 reactivation,FLuc modulator,ELG1 genotoxic,ELG1 repair inh,TRPV1 ag,BRCA1 expr act,RORg inh,Tb PFK inh,Rab9 prom act,NPC1 promoter act
O=C(c1cc(-c2ccncc2)nc2ccccc12)N1CCN(Cc2ccccc2)CC1,/,-5%,/,-7%,21µM*,/,-11%,/,-3%,/,/
Cc1ccc(CN(C)C(=O)COc2ccc(S(=O)(=O)N3CCCC3)cc2[N+](=O)[O-])c(C)c1,/,-4%,-1%,-5%,?,1,-4%,/,2%,-3%,0%
COc1ccccc1N1CCN(Cc2cc(=O)c(OCC#N)co2)CC1,-8%,-5%,-1%,2%,-6%,0,0%,0%,3%,-3%,0%
CC(Oc1ccccc1)C(=O)NC1CC(C)(C)NC(C)(C)C1 (stereo not given),/,2%,-2%,-5%,1%,-1,2%,1%[0.365 µM],-14%,-1%,0%
O=C(CSCc1ccccc1Br)NC1CC1,0%,15%,-13%,6%,?,-1,-8%,42%,3%,4%,9%
COc1ccc(CC2(CO)CCN(Cc3c(C)nn(C(C)C)c3C)CC2)cc1,-6%,7%,-1%,-2%,-14%,1,-25%,4%,0%,-4%,-4%
Cc1cc(NC(=O)c2ccccc2O)nc(C)n1,-20%,6%,?,-1%,7%,-1,-46%,?,-2%,-3%,16%
CCCNC(=O)CSc1nc2[nH]ncc2c(=O)[nH]1,2%,0%,-1%,2%,-3%,1,10%,-7%,-1%,-1%,-4%
COc1ccc(N2CC(C(=O)N[C@@H](C)C(=O)NC(C)c3ccccc3)CC2=O)cc1 (stereo not given in full),3%,7%,-2%,2%,-2%,0,-4%,-8%,-2%,-3%,1%
C=CCc1cc(C=O)cc(OCC)c1O,-4%,-3%,?,1%,4%,1,-3%,0%,-3%,-4%,0%
CCC1Oc2ccc(C)cc2N(Cc2cccc(C)c2)C1=O (stereo not given),0%,4%,-5%,2%,1%,?,4%,3%,0%,5%,-3%
O=C(O)CC1=C(Nc2ccccc2)C(=O)N(c2ccccc2)C1c1ccc(F)cc1 (stereo not given),?,26%,?,10%,?,3,?,32%,5%,1%,10%

# An excerpt from above with just Rab9 prom act, p53 reactivation and ELG1 repair inh:
SMILES | Rab9 prom act | p53 reactivation | ELG1 repair inh
COc1ccccc1N1CCN(Cc2cc(=O)c(OCC#N)co2)CC1 | -3% | -5% | -6%
CC(Oc1ccccc1)C(=O)NC1CC(C)(C)NC(C)(C)C1 (stereo not given) | -1% | 2% | 1%

# (more compounds)
SMILES,VP16 counter,p53 reactivation,FLuc modulator,ELG1 genotoxic,ELG1 repair inh,TRPV1 ag,BRCA1 expr act,RORg inh,Tb PFK inh,Rab9 prom act,NPC1 promoter act
N#C/C(=C\c1cccnc1)C(=O)Nc1ccc(O)cc1F,2%,2%,-13%,0%,-5%,-1,-21%,2%,1%,-3%[1.84 µM],-5%
O=C(Nc1ccc(Oc2cccc(C(F)(F)F)c2)nc1)c1ccccc1,-8%,-3%,0%,-10%,?,?,-21%,14%,-6%,-23%,-8%
CCC1CCCCN1C(=O)c1nn2cccnc2c1Cl (stereo not given),/,7%,-2%,3%,0%,-1,13%,-16%[0.365 µM],-16%,2%,0%
NC(=O)NC(CC(=O)Nc1cccnc1)c1cccc(Br)c1 (stereo not given),-9%,2%,-4%,0%,10%,2,-1%,11%,13%,7%,-5%
CCOC(=O)c1c(NC(=O)c2ccc(Br)o2)sc2c1CCCC2,-2%,-2%,-1%,0%,1%,0,-72%,-18%,-3%,-3%,3%
Cc1cccc(OCCCC(=O)Nc2ccc(Cl)c(S(=O)(=O)N3CCOCC3)c2)c1,/,-6%,4%,-4%,?,12,-18%,/,-1%,-15%,-14%
O=C(CCc1nnc(COc2ccccc2)o1)NCc1ccccc1,-3%,2%,-4%,0%,-1%,2,1%,-5%,3%,9%,-1%
CCOc1ccc(NC(=O)CC2C(=O)N(c3cccc(OC)c3)C(=O)N2C(C)C)cc1 (stereo not given),-5%,-2%,-19%,0%,7%,5,-15%,11%,-3%,0%,-6%
O=C(CN1C(=O)c2ccccc2C1=O)Nc1cccc([N+](=O)[O-])c1,-8%,10%,-2%,6%,-4%,-5,0%,2%,0%,-1%,-2%
Cc1nc2ccc(Br)cn2c1C(=O)N/N=C\c1ccccc1[N+](=O)[O-],-18%,2%,-17%,5%,7%,-2,0%,?,-22%,3%,13%
CCOC(=O)c1sc2nc(CC(=O)OC)nc(NCc3ccc(Cl)cc3)c2c1C,-8%,-2%,-4%,-2%,5.8µM*,3,-51%,23%,4%,-19%,-12%
O=C(NCCc1c[nH]c2ccccc12)C(=O)Nc1ccccc1,10%,?,-15%,?,?,3,11µM*,19%,-10%,20%,23%
CSCCCNC(=O)c1ccccc1OC1CCN(S(C)(=O)=O)CC1,-11%,-1%,-4%,2%,13%,3,-12%,19%,-2%,-14%,-6%
CCOC(=O)N1CCN(C(=O)CS(=O)(=O)c2cn(Cc3ccccc3C)c3ccccc23)CC1,6%,1%,3%,-1%,9.2µM*,-1,-48%,0%,2%,-4%,-9%
O=C(CCC(=O)N1CCOc2ccccc21)Nc1ccccc1Br,-29%,/,1%,0%,?,2,-9%,-34%,0%,-3%,-1%
O=C(Cn1c(=O)cnc2ccccc21)Nc1cccc(S(=O)(=O)N2CCCCC2)c1,/,-7%,-2%,0%,-13%,3,-15%,/,12%,-4%,0%
CCCNC(=O)CC1C(=O)N(Cc2ccccc2)C(C)c2nc3ccccc3n21 (stereo not given),4%,-1%,3%,0%,-7%,0,-18%,-9%,2%,2%,-2%
Cc1csc(NC(=O)c2ccccc2)n1,-14%,6%,9.5µM*,?,?,-3,3.2µM*,-81%,-5%,3.5µM*,4µM*
CCN(CC)c1ccc(S(=O)(=O)N2CCOCC2)cc1NS(C)(=O)=O,-1%,-3%,-1%,1%,0%,4,-13%,7%,0%,-1%,-1%
O=C(NC(=S)Nc1ccc(S(=O)(=O)Nc2nccs2)cc1)c1ccccc1,-20%,-6%,-2%,-1%,-6%,-9,-3%,-1%,6%,-7%,-2%
CCOC(=O)C1CCN(C(=O)c2sc3nc(C)nc(N4CCC(C)CC4)c3c2C)CC1,?,-9%,-3%,-2%,23µM*,6,-1%,?,-7%,-1%,-5%
COc1ccc(Br)cc1S(=O)(=O)Nc1ncccc1C,-2%,1%,-1%,0%,-5%,1,-18%,26%,1%,-2%,-1%
O=C1CCC(C(=O)Nc2ccc(OC(F)F)cc2)N1 (stereo not given),-4%,8%,-2%,1%,-10%,-1,-3%,5%,-4%,4%,3%
Cc1c[n+]([O-])cc(C)c1Oc1ccccc1,/,7%,-4%,3%,4%,-2,-10%,/,-18%,-3%,-6%
CCCNC(=O)Nc1nc2ccccc2s1,-4%,12%,9.5µM*,?,?,?,?,-35%,-1%,2.5µM*,2.2µM*

# Shown as a hit in BRCA1 expr act (from the list above):
Molecule	p53 reactivation	TRPV1 ag	BRCA1 expr act	Tb PFK inh	Rab9 prom act	NPC1 promoter act
O=C(NCCc1c[nH]c2ccccc12)C(=O)Nc1ccccc1	?	3	11µM*	-10%	20%	23%
Cc1csc(NC(=O)c2ccccc2)n1	6%	-3	3.2µM*	-5%	3.5µM*	4µM*

# Source: PubChem BioAssay (National Center for Advancing Translational Sciences (NCATS))
